Compound activity deposited in PubChem BioAssay by several laboratories.
PfHsp90 set2 = reduces growth (ATP signal) of yeast expressing P. falciparum Hsp90 | S. cerevisiae expressing PfHsp90, BacTiter-Glo ATP, 48 h; yeast lacking PDR1 and PDR3 efflux regulators | inhibition, % at 9.4 µM | 310,000 compounds, 0.32% hits | AID 504621;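 active = every replicate shows inhibition above about 80%, whatever the replicate mean, limit read from the data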;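 note: 0% = DMSO neutral controls and 100% = 20 µM radicicol positive controls; yeast relying on Plasmodium falciparum Hsp90 in place of its own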
HTR5A ag ctr = counter-screen for OPRM1-OPRD1 agonists: human HTR5A agonism. P47898. HTR5A agonist assay, luminescence, cell-based. activation, % at 9.3 µM. 340,000 compounds, 0.61% hits; in the data active = activation mostly above about 9.5%, no sharp cut-off; inactive = mostly below about 7.6%;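 note: 0% = cells with vehicle only and 100% = reference agonist; strong numbers were not always called active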
MOR-DOR ag = OPRM1-OPRD1 heterodimerization agonism. P35372+P41143. cells, luminescence. activation, % at 9.3 µM. 340,000 compounds, 0.3% hits; in the data active = activation above about 18%;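 note: 0% = vehicle-treated cells and 100% = reference agonist; values of inactives mirror those of a sister screen read the other way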
AddAB inh = less growth of phage-infected E. coli with AddAB. E. coli expressing H. pylori AddAB, absorbance growth. inhibition, % at 11.9 µM. 330,000 compounds, 0.29% hits; in the data active = inhibition above about 12%;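 note: 0% = vehicle wells of infected cells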
MOR-DOR inv ag = inverse agonist of human OPRM1-OPRD1 heterodimerization; cell-based MOR-DOR heterodimer luminescence, inverse agonism; 340,000 compounds, 0.21% hits; inhibition, % at 9.3 µM; P35372+P41143; in the data active = inhibition above about 22%, passing the limit was not always enough;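 note: 0% = cells with DMSO and 100% = wells without cells with DMSO; values of inactives mirror those of a sister screen read the other way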
Ecoli viability = reduces bacterial viability in AddAB counter-screen | inhibition, % at 11.9 µM | 330,000 compounds, 0.27% hits | E. coli V3065 growth, OD600 absorbance, 18 h;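 active = inhibition above the campaign's mean inhibition across all tested compounds plus 3 SD, cut at about 9.9% in these data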;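 note: uninfected addAB+ strain grown without phage in ampicillin broth; 0% = DMSO wells and 100% = ciprofloxacin 0.95 µg/ml wells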
Pemphigus Ab inh = human desmoglein-3 autoantibody binding inhibition; P32926; DSG3-coupled beads, scFv-anti-DSG3-GFP binding, flow cytometry; stronger effect = lower value; binding (percent of control), % at 10 µM; 310,000 compounds, 0.48% hits;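 active = binding more than 3 SD below its plate's average and above zero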;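 note: hits lower antibody fragment binding to DSG3; some compounds called inactive have numbers as strong as hits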
Target sequence (P32926 whole entry, looked up, the tested form may be a part): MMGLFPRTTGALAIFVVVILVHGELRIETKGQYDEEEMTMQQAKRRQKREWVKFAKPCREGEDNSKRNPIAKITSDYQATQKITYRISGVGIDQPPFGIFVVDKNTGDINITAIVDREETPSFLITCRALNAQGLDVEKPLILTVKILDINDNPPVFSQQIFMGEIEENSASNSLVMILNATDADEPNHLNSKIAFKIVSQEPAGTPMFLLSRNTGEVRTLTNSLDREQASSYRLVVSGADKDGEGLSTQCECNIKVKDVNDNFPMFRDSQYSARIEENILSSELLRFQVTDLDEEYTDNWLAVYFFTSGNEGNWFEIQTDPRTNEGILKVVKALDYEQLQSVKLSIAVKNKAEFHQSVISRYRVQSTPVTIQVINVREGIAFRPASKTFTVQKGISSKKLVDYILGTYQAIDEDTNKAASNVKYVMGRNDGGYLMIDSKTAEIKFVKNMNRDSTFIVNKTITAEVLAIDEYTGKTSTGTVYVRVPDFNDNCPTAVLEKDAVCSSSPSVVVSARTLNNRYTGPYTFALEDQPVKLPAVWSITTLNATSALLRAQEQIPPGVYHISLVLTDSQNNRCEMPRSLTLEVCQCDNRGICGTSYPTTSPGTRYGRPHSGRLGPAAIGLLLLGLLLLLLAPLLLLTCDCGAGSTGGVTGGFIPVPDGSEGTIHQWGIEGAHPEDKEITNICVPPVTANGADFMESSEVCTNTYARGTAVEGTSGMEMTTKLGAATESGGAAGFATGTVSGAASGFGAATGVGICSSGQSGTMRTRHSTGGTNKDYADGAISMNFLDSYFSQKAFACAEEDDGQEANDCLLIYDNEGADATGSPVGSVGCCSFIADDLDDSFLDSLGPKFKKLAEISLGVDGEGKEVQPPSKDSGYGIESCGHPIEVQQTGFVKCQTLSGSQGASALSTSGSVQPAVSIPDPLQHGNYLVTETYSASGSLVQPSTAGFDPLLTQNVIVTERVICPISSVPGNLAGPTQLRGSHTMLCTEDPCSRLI
HTR5A inv ctr = counter-screen for OPRM1-OPRD1 inverse agonists: human HTR5A inverse agonism; 340,000 compounds, 0.083% hits; AID 504634; inhibition, % at 9.3 µM; P47898; HTR5A cell line, luminescence; in the data active = inhibition mostly above about 23%, no sharp cut-off; inactive = mostly below about 18%;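 note: 0% = cells with DMSO and 100% = no-cell wells with DMSO; some compounds called inactive have numbers as strong as hits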
PKA-R1A activ = activates the PKA-R1A holoenzyme complex | PKA-R1A dissociation, Cy5-IP20 fluorescence polarization; scaled: DMSO 0%, 113 µM cGMP 100% | activation, % at 11.4 µM | 340,000 compounds, 0.083% hits;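 active = percent activation above the mean of all tested compounds plus 3 SD, cut at about 19% in these data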;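 note: higher means more PKAc released from R1A so a rise in polarization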
phage Ecoli inh = E. coli growth loss with phage present. growth absorbance. 360,000 compounds, 0.26% hits. inhibition, % at 11.9 µM. AID 651602; in the data active = inhibition above about 11%
SUMO Mot1 rescue = SUMOylation pathway inhibition by Mot1-301 growth rescue | S. cerevisiae Mot1-301 growth rescue, ATP luminescence, 38.5C; percent above DMSO median, 100 means doubled | growth rescue, % at 18.8 µM | 320,000 compounds, 1% hits | AID 2716;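 active = every valid replicate shows activation above 250% relative to neutral control wells; inactive = the rest, any valid replicate at or below 250%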;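 note: OY570 slx delta 5 strain wells were the positive control but not used for scaling; some compounds called inactive have numbers as strong as hits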
* = called active by the depositor; x = not tested or not shown.

Every second line gives: HTR5A ag ctr	Ecoli viability	AddAB inh	MOR-DOR ag	MOR-DOR inv ag	HTR5A inv ctr	PKA-R1A activ	SUMO Mot1 rescue	PfHsp90 set2	phage Ecoli inh	Pemphigus Ab inh
> CC1CN(Cc2cc(=O)[nH]c(C(C)C)n2)CC(C)O1 (configuration not stated)
  14	-1.3	-0.2	1.2	-8	-38	-9	63	11	0.9	99
> COc1cc(/C=N/NC(=O)c2ccncc2)ccc1OC(=O)c1ccco1
  0	-0.7	2.9	-3.7	20	0	-4	404*	14	0.6	103
> Cc1ccc(C(=O)NCC(=O)NCC(=O)OCC(=O)c2ccc(Br)cc2)cc1
  1	2.4	2.9	-3.1	17	-34	-1	-6	-20	4.5	103
> CN1CCN(c2nc3ccccn3c(=O)c2/C=C(\C#N)S(=O)(=O)c2ccc(Cl)cc2)CC1
  -1	1.2	3.7	-2.8	15	-14	0	-10	-5	1.6	110
> CC(=O)N1CCN(c2ccc(Oc3ncnc4sccc34)cc2)CC1
  6	1.9	-0.8	-2.1	11	-38	-4	3	-23	2.5	104
> CC1=NCCN1S(=O)(=O)c1cc(Cl)ccc1Cl
  4	-1.2	0.8	-0.5	3	-19	-3	6	-35	0.6	103
> CCn1cc(/C=C(\NC(=O)c2ccccc2F)C(=O)NCCCn2ccnc2)c2ccccc21
  4	-1.7	0.3	-0.6	3	0	7	-7	11	4.1	96
> Cc1coc2cc3oc(=O)c(CCC(=O)NCCCN4CCOCC4)c(C)c3cc12
  1	1.5	2.9	-1.4	7	8	-7	14	-8	3.2	106
> CC(=O)c1ccc(S(=O)(=O)Nc2c(C)nn(C)c2C)cc1
  8	x	x	-2.8	15	-21	-19	x	x	3.6	98
> CCC1CCCCN1CCCNC(=O)CSc1nc2nc(C)c(Cc3ccc(C)cc3)c(C)n2n1 (configuration not stated)
  5	1.1	1.1	-4.4	23	-13	1	-2	7	-1.8	107
> O=C(/C=C/c1ccccc1[N+](=O)[O-])NCCc1ccc(F)cc1
  0	1.9	0.5	0.4	-3	3	-2	1	42	3.9	102
> Cc1ccc(OCCCCNC2CCCC(C)C2C)c(C)c1 (configuration not stated)
  2	2.6	0.9	5.8	-33	-6	-10	20	-3	6.5	103
> CSc1ccccc1C(=O)N1CCC(n2nccc2NC(=O)C(C)(C)C)CC1
  -8	0.5	-0.6	-4.0	20	19	-1	-18	-3	-1.7	99
> CC(C)c1cc(C(=O)N/N=C/c2cccnc2)n[nH]1
  -1	2.2	4.0	-0.6	4	-8	-4	1	-3	4.7	92
> COc1cc2cc(NC(C)=O)cc(NCc3ccccc3)c2cc1OC
  2	x	x	2.1	-10	-6	-5	0	-7	-1.3	96

(cont.)
Every second line gives: HTR5A ag ctr	Ecoli viability	AddAB inh	MOR-DOR ag	MOR-DOR inv ag	HTR5A inv ctr	PKA-R1A activ	SUMO Mot1 rescue	PfHsp90 set2	phage Ecoli inh	Pemphigus Ab inh
> O=C(O)CC(CC(=O)Nc1ccc(F)c(Cl)c1)c1ccc(Cl)cc1Cl (configuration not stated)
  -4	-0.7	2.6	-1.5	8	10	-13	-5	-26	4.0	x
> Cc1ccc(-c2cc(C(F)(F)F)n3nc(C(=O)N4CCN5CCCC5C4)cc3n2)cc1 (configuration not stated)
  4	-1.9	3.7	-0.5	3	-10	2	-7	12	-1.7	107
> CCOCCCNC(=O)CN1C(=O)c2cccc3cccc1c23
  0	3.0	1.3	-2.5	12	1	8	13	12	2.1	108
> O=C(NC(=S)Nc1cccc2c(O)cccc12)c1cccc(Br)c1
  8	-2.6	1.0	5.8	-26	-29	-4	84	-26	1.2	88
> Cc1nnc(NC(=O)CSc2nnc(NC(=O)C(C)(C)C)s2)s1
  0	2.7	0.7	-2.4	12	18	-16	-19	15	3.0	99
> O=C(c1cccs1)N(Cc1cccc(F)c1)C1CCS(=O)(=O)C1 (configuration not stated)
  0	-1.5	-0.3	-1.3	7	-10	-3	-8	11	3.0	105
> CCN(CC)CC(=O)Nc1c(C#N)cnn1-c1ccccc1
  x	1.3	0.7	x	x	x	x	-31	11	2.4	97
> O=C1CSC(=Nc2ccc(Cl)cc2)N1Cc1cccnc1
  -2	0.4	0.9	-4.0	20	5	-2	24	9	2.7	99
> O=C(NC(=S)N1CCN(c2ccc([N+](=O)[O-])cc2)CC1)c1ccco1
  4	-1.2	0.3	-0.6	4	-10	0	-8	-1	3.3	89
> O/N=C1\CCSc2ccc(F)cc21
  -1	-0.9	0.8	-2.9	14	2	-2	102	7	1.4	x
> Fc1ccccc1Cc1nnc2n1N=C(c1ccc(Cl)cc1)CS2
  -9	-1.7	3.5	2.0	-8	21	10	50	15	-2.1	x
> CCCN(C(=O)CSc1ncccn1)C1CCS(=O)(=O)C1 (configuration not stated)
  3	1.2	2.2	-3.2	13	-9	-2	1	16	1.4	x
> COc1ccc(Cl)cc1S(=O)(=O)NCCCn1ccnc1
  1	-1.9	3.5	-2.1	10	-15	-2	2	-2	1.6	93
> O=C(NCCCN1CCOCC1)C1CCCN(S(=O)(=O)N2CCCCC2)C1 (configuration not stated)
  2	-0.2	5.1	-1.8	9	15	3	-10	21	0.9	105
> Cc1ccc(NC(=O)CCC(=O)N/N=C/c2coc3ccc(F)cc3c2=O)cc1
  6	0.4	-0.2	-2.8	15	-18	-3	44	11	0.8	93

Following part:
Every second line gives: HTR5A ag ctr	Ecoli viability	AddAB inh	MOR-DOR ag	MOR-DOR inv ag	HTR5A inv ctr	PKA-R1A activ	SUMO Mot1 rescue	PfHsp90 set2	phage Ecoli inh	Pemphigus Ab inh
> COC(=O)c1c(NC(=S)Nc2cc(OC)c(Cl)cc2OC)sc2c1CCCCC2
  -1	0.3	1.4	-1.4	8	-7	3	3	-26	0.3	113
> Cc1ccc([N+](=O)[O-])cc1NC(=O)CN(C1CCCCC1)S(=O)(=O)c1ccc(Cl)cc1
  12	x	x	-2.1	11	-35	10	x	15	3.1	100
> O=C(Nc1cccc(-c2cn3ccccc3n2)c1)c1ccccc1
  7	-0.8	-1.2	-1.1	5	-11	-6	2	x	4.0	110
> CCc1noc(C)c1C(=O)OCC(=O)NC(=O)c1ccccc1
  7	1.4	1.2	-0.8	3	-17	-7	-1	10	4.8	109
> O=C(CSc1nnc(-c2ccncc2)n1C1CCCCC1)Nc1ccccc1
  0	1.8	4.0	1.3	-6	1	1	57	x	1.8	93
> CC(=O)c1cc(F)c(N2CCN(C(=O)c3ccco3)CC2)cc1C
  -5	2.2	2.2	-2.0	8	8	3	-10	8	0.3	115
> C=C(C)CNC(=S)NN=C1c2ccccc2-c2ccccc21
  -2	0.1	0.0	-0.1	1	5	-4	72	x	x	115
> CCc1ccc(C(=O)COC(=O)c2ccco2)cc1
  -5	4.0	0.9	-2.9	12	13	-6	2	29	1.2	102
> CC(C)(C)CC(=O)Nc1cc(S(=O)(=O)N2CCOCC2)ccc1N1CCCC1
  2	-2.0	-1.0	-0.4	2	2	-17	508*	6	2.2	87
> Cc1ccc(NC(=O)C2CCN(S(=O)(=O)c3cccc4nonc34)CC2)nc1
  7	-0.3	2.4	-2.2	10	6	2	1	-1	-1.8	94
> O=C(N/N=C/c1ccsc1)c1ccc2c(c1)OCO2
  -6	0.0	1.6	-2.2	9	14	-4	6	10	5.8	106
> CCOc1ccc2[nH]c(=O)c(CN(Cc3cccnc3)C(=O)Nc3ccccc3OC)cc2c1
  -6	2.4	2.0	-0.5	3	-7	-15	-12	10	3.6	98
> O=C(NCCN1C(=O)S/C(=C\c2ccccc2)C1=O)c1cc(S(=O)(=O)N2CCOCC2)c(Cl)cc1Cl
  2	0.9	2.4	-2.5	12	7	-16	-3	-18	1.9	104
> O=C1C(Nc2cccc(O)c2)=C(N2CCCCC2)C(=O)c2ccccc21
  -2	-1.2	1.1	5.8	-34	4	-14	22	-20	-1.7	122
> Nc1nc(SCc2ccc(Cl)cc2)[nH]c(=O)c1-c1ccccc1
  1	-0.2	-0.9	-0.2	1	-10	-5	-16	-14	3.8	108

More compounds
Every second line gives: HTR5A ag ctr	Ecoli viability	AddAB inh	MOR-DOR ag	MOR-DOR inv ag	HTR5A inv ctr	PKA-R1A activ	SUMO Mot1 rescue	PfHsp90 set2	phage Ecoli inh	Pemphigus Ab inh
> Cc1ccc(NC(=O)Nc2nnc(-c3ccncc3)s2)cc1C
  2	4.9	5.3	5.3	-28	-5	2	-1	-4	8.0	102
> O=C1C2ON(c3ccccc3)C(c3ccncc3)C2C(=O)N1c1ccc(N2CCOCC2)cc1 (configuration not stated)
  20*	0.9	2.7	-0.7	4	-56	-7	-21	-10	2.9	102
> COC(=O)c1ccc(CSc2nnc(Nc3ccc(C)cc3)s2)o1
  -5	1.0	2.1	5.0	-28	-8	-2	4	18	4.9	108
> O=C(c1ccco1)[C@@H]1[C@@H]2C(=O)N(c3ccccc3)C(=O)[C@@H]2C2c3ccccc3C=CN21 (some centres not stated)
  -2	-0.4	-0.6	1.4	-8	4	-13	-1	x	-1.9	95
> COc1ccc(N(CC(=O)Nc2cccc(C)c2)S(=O)(=O)c2c(C)n[nH]c2C)cc1
  7	-0.9	1.0	-0.7	3	-22	-3	9	x	2.0	x
> CSc1nsc(/C=C/Nc2ccc(O)cc2C)c1C#N
  -4	0.5	-0.9	9.4	-67	10	-6	15	-5	2.4	98
> Cc1ccc(C(c2ccc(C)c(C)c2)C(O)C2OC(=O)C(O)C2O)cc1C (configuration not stated)
  -2	x	x	4.0	-17	7	-4	x	-10	3.6	101
> NS(=O)(=O)c1ccc(N2CCCCCC2)c([N+](=O)[O-])c1
  x	1.3	4.7	x	x	x	x	-12	-17	3.8	104
> COc1ccc(CC(=O)OCC(=O)N(CC(C)C)c2c(N)n(Cc3ccccc3)c(=O)[nH]c2=O)cc1
  7	-1.0	1.0	0.5	-3	-18	-4	-5	x	2.2	104
> COCCN1C=C2C(=O)C(C)(OC(=O)C3CCCC3)C(=O)C(c3ccccc3)=C2C=C1CCCC(=O)OC (configuration not stated)
  1	-0.5	3.1	-0.1	1	-19	-6	251	x	3.2	107
> COC(=O)c1ccc(CSc2nnc(CNC(=O)c3ccccc3F)o2)o1
  -1	-2.7	2.9	-0.2	1	9	-3	0	15	2.4	103
> CCCCN(CC)Cc1ccc(CNC(=O)Nc2ccccc2)o1
  5	-2.5	-0.5	-1.6	8	16	-6	-12	x	5.0	94
> CCc1nnc(SC(C)C(=O)Nc2nccs2)n1C (configuration not stated)
  7	-0.8	0.8	-1.2	7	-6	-9	1	0	-2.0	x
> Cc1cccc(NC(=O)CNC(=O)COC(=O)CCS(=O)(=O)c2ccccc2)c1C
  5	1.0	1.1	-1.1	6	12	1	3	-2	0.6	100
> Cc1nc2ccc(NC(=O)c3cccc(S(=O)(=O)N4CCOCC4)c3)cc2s1
  -2	0.0	-1.3	-1.3	7	6	0	-15	x	4.1	95
> Cc1ccc(S(=O)(=O)N2CC(C)C(=O)CC2C)cc1 (configuration not stated)
  5	1.3	2.5	-1.2	8	-13	-11	-7	12	1.7	103
> CC1=NN(C(N)=S)C(=O)C1N=Nc1c(Br)cc(Br)cc1Br (configuration not stated)
  4	14*	14*	-2.9	14	-16	-7	-24	-85	10	107
> O=C(Nc1ccc(OCC(=O)N2CCC(Cc3ccccc3)CC2)cc1)c1ccco1
  -3	-0.5	0.3	-1.3	6	-12	-10	16	16	3.1	x
